beta cell repl: induces beta-cell replication in MIN6 cells; MIN6 cells proliferation, ATPlite luminescence, 48 h; cells starved in 0.2% serum; 100% = growth in 10% serum; proliferation, % at 10 µM; 330,000 tested, 0.29% active; AID 2380;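 active = compounds whose signal lies at least 3.5 SD above the mean of all wells on their plate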;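 note: 0% = DMSO-treated cells in low-serum medium and 100% = 10% serum control; some compounds called inactive have numbers as strong as hits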
APOBEC3G inh: inhibitors of human APOBEC3G DNA deaminase; recombinant A3G, ssDNA deamination FAM/TAMRA fluorescence; AID 493012; inhibition, % at 20 µM; 330,000 tested, 0.28% active; Q9HC16;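 active = inhibition of at least 40% at 20 µM, with no more than 30% in the related APOBEC3A deaminase screen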;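 note: plate controls were DMSO wells with A3G for no effect and wells lacking A3G enzyme for full effect; some compounds called inactive have numbers as strong as hits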
Target sequence (Q9HC16 whole entry, looked up): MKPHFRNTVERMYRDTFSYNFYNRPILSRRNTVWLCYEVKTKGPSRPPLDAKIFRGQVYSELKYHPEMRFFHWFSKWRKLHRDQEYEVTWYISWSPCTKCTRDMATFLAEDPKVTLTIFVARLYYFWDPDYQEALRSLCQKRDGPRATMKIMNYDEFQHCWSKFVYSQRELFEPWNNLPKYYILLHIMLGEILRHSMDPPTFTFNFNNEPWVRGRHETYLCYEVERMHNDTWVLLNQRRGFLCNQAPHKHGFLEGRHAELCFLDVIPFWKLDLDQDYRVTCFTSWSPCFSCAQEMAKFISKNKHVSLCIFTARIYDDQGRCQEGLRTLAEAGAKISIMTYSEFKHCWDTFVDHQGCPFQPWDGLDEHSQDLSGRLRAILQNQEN
tim10-1 inh: tim10-1 yeast growth inhibition; S. cerevisiae tim10-1 ts strain growth, BacTiter-Glo, 24 h; AID 463190; inhibition, % at 20 µM; 330,000 tested, 2.2% active;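 active = inhibition of at least 40%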;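 note: mutant grown at 25 °C; 0% = DMSO wells with yeast and 100% = wells holding no yeast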
mIAP inh: mouse IAP inhibition; inhibition, % at 10 µM; purified mouse IAP, CDP-Star luminescence, 30 min; 330,000 tested, 0.2% active;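 active = inhibition of at least 40% at 10 µM in the primary screen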;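 note: plate controls were DMSO with enzyme for no effect and no enzyme wells for full effect; values of inactives mirror those of a sister screen read the other way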
A3A deaminase: human APOBEC3A DNA deaminase inhibition. 330,000 tested, 0.41% active. recombinant A3A, FAM/TAMRA ssDNA deamination fluorescence. P31941. inhibition, % at 20 µM. AID 493011;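 active = at least 40% inhibition at 20 µM here, with at most 30% in a related deaminase screen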;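 note: plate controls were A3A with DMSO for no effect and wells lacking A3A enzyme for full effect; some results filed as inactive read as strong as hits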
Target sequence (P31941 whole entry, looked up): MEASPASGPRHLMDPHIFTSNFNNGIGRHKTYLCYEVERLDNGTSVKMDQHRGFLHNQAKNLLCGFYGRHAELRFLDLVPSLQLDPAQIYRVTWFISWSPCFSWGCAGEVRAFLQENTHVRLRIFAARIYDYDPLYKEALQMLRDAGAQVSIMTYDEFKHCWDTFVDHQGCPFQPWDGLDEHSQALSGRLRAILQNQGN
NALP3 yeast inh: blocks the NALP3 inflammasome reconstituted in yeast; AID 2825; 330,000 tested, 0.39% active; Yeast reconstituted NLRP3/ASC/caspase-1, beta-gal luminescence, 24 h; inhibition, % at 10 µM;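 active = inhibition of 50% or more; inactive = inhibition below 50%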;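 note: plate controls were induced DMSO wells for no effect and uninduced yeast grown without galactose for full effect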
hIAP inh: blocks human intestinal alkaline phosphatase | P09923 | purified IAP, CDP-Star luminescence, 30 min | inhibition, % at 10 µM | 330,000 tested, 0.12% active;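 active = inhibition reaching a set limit with compound at 10 µM in the primary screen, cut at about 35% in these data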;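 note: plate controls were DMSO wells with enzyme for no effect and no-enzyme buffer wells for full effect; values of inactives mirror those of a sister screen read the other way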
Target sequence (P09923 whole entry, looked up): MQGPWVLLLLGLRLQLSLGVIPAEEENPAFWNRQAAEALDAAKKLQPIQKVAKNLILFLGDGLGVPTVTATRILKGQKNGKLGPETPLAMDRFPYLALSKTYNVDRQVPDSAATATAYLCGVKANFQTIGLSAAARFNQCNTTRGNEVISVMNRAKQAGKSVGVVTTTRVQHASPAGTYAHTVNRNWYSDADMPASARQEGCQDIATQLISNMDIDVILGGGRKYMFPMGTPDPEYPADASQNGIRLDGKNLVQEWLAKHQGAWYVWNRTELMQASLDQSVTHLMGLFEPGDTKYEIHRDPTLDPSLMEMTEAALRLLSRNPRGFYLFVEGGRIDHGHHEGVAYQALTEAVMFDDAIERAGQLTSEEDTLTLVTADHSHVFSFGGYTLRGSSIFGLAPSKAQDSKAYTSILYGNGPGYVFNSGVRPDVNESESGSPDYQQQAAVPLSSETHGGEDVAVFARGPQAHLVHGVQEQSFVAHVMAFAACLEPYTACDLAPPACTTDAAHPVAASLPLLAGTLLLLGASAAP
TIM10 inh: inhibits growth of TIM10 yeast strain | 330,000 tested, 1.4% active | S. cerevisiae TIM10 strain growth, BacTiter-Glo luminescence, 24 h | AID 463195 | inhibition, % at 10 µM;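 active = inhibition of 40% or more at the single tested concentration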;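 note: wild-type TIM10 isogenic control strain grown at permissive 25 °C; 0% = DMSO yeast wells and 100% = minimal medium wells without yeast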
mIAP activ: increases mouse intestinal alkaline phosphatase activity | muIAP, CDP-Star luminescence, 30 min; stronger effect = higher value; 1 = vehicle-only enzyme signal, 0 = enzyme-free wells | activation factor at 10 µM | 330,000 tested, 0.24% active | AID 2805;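 active = activation factor of at least 2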; note: the source names both 10 and 20 µM as test concentration; values of inactives mirror those of a sister screen read the other way
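Assay system: mouse IAP enzyme; reagent: chemiluminescent substrate CDP-Star; dosing: test compounds delivered from DMSO solution; schedule: 30 min at room temperature; measured by: luminescence from enzymatic CDP-Star hydrolysis; controls: DMSO-only wells and no-enzyme negative control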
Active calls of the source: *.

SMILES	beta cell repl	APOBEC3G inh	tim10-1 inh	mIAP inh	A3A deaminase	NALP3 yeast inh	hIAP inh	TIM10 inh	mIAP activ
Nc1nc2n(n1)C(c1ccccc1)CC(c1ccc(F)cc1)N2 (stereo not drawn)	0	-4	7	7	-4	8	5	7	0.93
CN(C)CCN1C(=O)C(=O)/C(=C(/O)c2ccc(F)cc2)C1c1ccccc1 (stereo not drawn)	-2	-4	6	-7	-4	-10	-13	-18	1.1
COc1ccc(NC(=O)NC(C)C2CC3CCC2C3)cc1 (stereo not drawn)	2	4	20	-22	1	21	21	5	1.2
CC/C(Cc1ccccc1)=N\NC(=O)c1cc(C)oc1C	1	4	1	0	20	19	-11	-6	1
CCCOc1ccc(/C=C/C(=O)NCc2ccccc2)cc1	-2	-3	22	1	-4	41	-6	-3	0.99
Cc1ccc(/C=N/NC(=O)Cn2nccc2C)o1	5	-3	5	13	-4	1	20	1	0.87
N/C(=N\OC(=O)CCCCCN1C(=O)c2ccccc2C1=O)c1ccccn1	-2	-2	18	-3	5	14	-4	-7	1
Cc1ccc(OC(C)C(=O)Nc2ccc(C)c(S(=O)(=O)Nc3ccc(C)cc3C)c2)cc1 (stereo not drawn)	0	-4	32	-2	-1	4	7	39	1
O=C(COC(=O)c1cc(-c2cccs2)nn1-c1ccccc1)Nc1ccc(Cl)c([N+](=O)[O-])c1	2	-9	18	10	2	0	16	17	0.9
CC(C)COP(=O)(c1ccc(N(C)C)cc1)C(O)c1ccccn1 (stereo not drawn)	-3	-9	25	-19	-6	3	-32	5	1.2
Cc1ccc(C)c2nc(SCC(=O)Nc3ccc4c(c3)OCO4)c(C#N)cc12	0	-6	-5	-4	-1	9	0	2	1
O=C(O)c1cc([N+](=O)[O-])ccc1NCCCc1ccccc1	-6	-2	1	-1	-1	17	6	-6	1
O=C(Nc1cccc(F)c1)N1CCC(c2ccccc2)CC1	-2	-8	-3	-5	-4	36	-2	30	1
CN1c2ccccc2Sc2cc(N)ccc21	-2	-5	8	-1	3	64*	4	-5	1
O=C(O)CC/C(=N/Nc1ncc(C(F)(F)F)cc1Cl)C(=O)O	1	-3	11	4	-2	-2	17	5	0.95
Cn1c(COc2ccc([N+](=O)[O-])cc2)nnc1SCC(=O)NCC1CCCO1 (stereo not drawn)	2	-8	-6	12	-4	3	0	-3	0.88
Cc1ccccc1C(=O)Nc1ccnn1C1CCN(Cc2ccc(CO)o2)CC1	0	-4	16	3	-3	0	-18	2	0.97
COc1ccc(-c2n[nH]c(=S)n2Cc2ccccc2)cc1	0	17	30	4	-2	34	15	18	0.96
CCN=C1S/C(=C/c2ccc(-c3ccc(F)cc3)o2)C(=O)N1CC	-2	14	45*	-2	1	13	-3	5	1
CCOC(=O)c1cnc(SCC(=O)Nc2nc(C)c(C)s2)nc1N	-3	-1	27	-12	-1	6	11	8	1.1
O=C(NC1CCCC1)C(c1ccccn1)N(C(=O)c1csnn1)c1ccc(F)cc1 (stereo not drawn)	3	-6	8	3	72*	18	7	-8	0.97
O=C(NC(=S)N1CCCCCC1)c1ccccc1Cl	-1	-4	23	4	-4	12	2	17	0.96
COc1ccc(-c2csc(NC(=O)C3COc4ccccc4O3)n2)cc1OC (stereo not drawn)	-3	-5	43*	0	-4	16	13	16	1
O=C(COC(=O)c1ccccc1NCCO)Nc1cc(C(F)(F)F)ccc1N1CCOCC1	0	-4	24	-19	1	5	-13	17	1.2
COc1ccc(S(=O)(=O)Oc2c(OC)cc(C(=S)N3CCOCC3)cc2OC)cc1	4	1	12	7	-10	3	-4	-2	0.93
Next entries:
SMILES	beta cell repl	APOBEC3G inh	tim10-1 inh	mIAP inh	A3A deaminase	NALP3 yeast inh	hIAP inh	TIM10 inh	mIAP activ
Cc1ccc(NC(=O)Cc2nnc(SCC(=O)NC3CCCC3)n2C)cc1	-5	-7	-12	-3	-1	15	-2	6	1
O=[N+]([O-])c1c(Nc2ccc(O)cc2)cc(Cl)c2nonc12	-5	6	-8	9	-1	25	17	4	0.91
CCn1cc(C2C(C(=O)Nc3cc(C)ccn3)=C(C)NC3=C2C(=O)CC(C)(C)C3)c(C)n1 (stereo not drawn)	0	-5	8	2	-1	10	-2	2	0.98
O=C(CCc1ccccc1)OCCOC(=O)CCc1ccccc1	0	-7	-4	-5	-1	5	-14	2	1.1
Cc1c(-c2c(C#N)c(N)nc3c2CCCCCC3)cnn1C	-2	-3	28	-6	-2	11	-52	8	1.1
N#CC1(C#N)[C@@H](C(=O)C23CC4CC(CC(C4)C2)C3)C12CCOCC2	0	-4	57*	0	-1	22	9	44*	1
COc1cc([C@@H]2CC=C(C(=O)O)CN2S(=O)(=O)c2ccc(C)cc2)cc(OC)c1OC	0	-10	14	20	-4	20	3	4	0.8
COc1ccc(C(=O)OCC(=O)c2ccc3c(c2)NC(=O)CO3)cc1[N+](=O)[O-]	4	-1	12	0	-2	-3	2	2	1
COc1ccc(C(=O)Nc2cccc(S(=O)(=O)NC3=NCCC3)c2)cc1OC	-1	-7	3	-13	-5	-2	0	12	1.1
O=C(/C=C/c1ccc(F)cc1)c1ccccc1Br	-7	-1	47*	-7	3	15	10	44*	1.1
CN=c1scc(C)n1/N=C/c1ccc(O)c(O)c1O	-5	2	29	19	3	12	-20	12	0.81
O=S(=O)(Nc1ccc(-c2cnco2)cc1)c1ccccc1	0	-3	2	-1	-2	19	-23	6	1
O=C(COc1ccccc1)Nc1ccc2c(c1)nc1n2CCOC1	0	-3	18	2	0	-1	-9	-4	0.98
Fc1ccc2cc(-c3ccsc3)ncc2c1	-4	-5	5	-5	-1	15	17	8	1
CCN(CC)c1ccc(/C=N/NC(=O)c2ccc3c(c2)OCCO3)cc1	-2	-3	13	1	-3	23	-23	36	0.99
COc1ccc(/C(N)=N/OC(=O)Cc2ccccc2)cc1	-3	-5	47*	2	-2	25	-24	22	0.98
CC(=O)NCC1COc2ccccc2O1 (stereo not drawn)	-4	-6	17	-10	-6	3	-9	6	1.1
COc1ccc(-c2cc(CC3(C(=O)O)CCN(C(=O)OC(C)(C)C)CC3)on2)c(OC)c1	-1	-8	4	-2	-6	-3	18	-10	1
CCC(=O)N1CCN(c2ccc(Cl)cc2NC(=O)c2ccc([N+](=O)[O-])o2)CC1	-7	-4	40*	7	-2	23	8	27	0.93
CC(C)c1ccc(C2c3[nH]c4ccccc4c3C[C@H]3C(=O)N(c4ccccc4C(=O)N4CCC[C@H]4C(=O)O)C(=O)N23)cc1 (stereo partly drawn)	2	2	17	12	-1	-11	20	-3	0.88
CCO[C@H]1OC(C(=O)NCc2ccccc2)=C[C@@H](C2CC2)[C@@H]1CCCO	-1	-8	7	-4	5	11	8	8	1
Cc1ccc(CNC(=O)CN(c2ccc(C)cc2)S(=O)(=O)c2c(C)n[nH]c2C)cc1	-2	-8	-9	1	-4	4	-63	5	0.99
CCN1CCN(CCNC(=O)Cn2c(=O)c3cccn3c3ccc(F)cc32)CC1	-2	2	-9	2	-2	3	-10	10	0.98
Cn1cc(/C=N/Nc2ccccc2)c2ccccc21	-4	-7	-11	4	-2	24	7	-11	0.96
CCN(CC)c1ccc2cc(C(N)=O)c(=N)oc2c1	0	1	-37	-8	2	27	-27	-36	1.1

Sorted by the number under A3A deaminase (rising): 3 from the list above
canonical_smiles	A3A deaminase
Cn1cc(/C=N/Nc2ccccc2)c2ccccc21	-2
CCN(CC)c1ccc2cc(C(N)=O)c(=N)oc2c1	2
CCO[C@H]1OC(C(=O)NCc2ccccc2)=C[C@@H](C2CC2)[C@@H]1CCCO	5

Additional results:
SMILES	beta cell repl	APOBEC3G inh	tim10-1 inh	mIAP inh	A3A deaminase	NALP3 yeast inh	hIAP inh	TIM10 inh	mIAP activ
Cc1cccn(Cc2c(Cl)cccc2Cl)c1=O	-1	-9	-19	1	-3	30	8	0	0.99
COc1ccc(C(=O)/C=C/c2ccc(-c3ccccc3)cc2)cc1CSCC(=O)O	-7	-3	42*	8	-3	20	-13	14	0.93
COc1cc(C(c2nnnn2C2CCCC2)N2CCN(C(=O)c3ccco3)CC2)cc(OC)c1OC (stereo not drawn)	-2	-6	3	5	0	12	8	8	0.95
NC(=O)c1ccccc1N/C=C/C(=O)c1ccc(Cl)cc1	-3	-7	17	2	-4	11	9	-12	0.98
CN(C(=O)CSc1cccc[n+]1[O-])C1CCCCC1	-1	-7	-9	-5	-1	13	2	-7	1
COc1ccc(C)cc1S(=O)(=O)N(C)CC(=O)NCc1ccco1	1	-5	-8	12	-4	18	5	7	0.89
Cc1ccc(S(=O)(=O)CCC#N)cc1	-2	-2	-12	6	-7	-1	-8	-11	0.94
CSCC[C@H](NC(=O)CC(C)(C)C)c1nc2ccccc2[nH]1	-3	-4	15	5	0	20	-58	5	0.95
COc1ccc(/C=C(\NC(=O)c2ccco2)C(=O)Nc2ccc(C(C)=O)cc2)cc1	5	-8	-24	6	-3	13	-13	-16	0.94
Cc1cccc(C(=O)Nc2cc(S(=O)(=O)N3CCOCC3)ccc2N2CCCCC2)c1	-3	-3	28	1	-1	13	4	18	0.99
COc1ccc(Cn2nnnc2C(c2cc3cccc(C)c3[nH]c2=O)N2CCOCC2)cc1 (stereo not drawn)	-1	5	15	6	0	13	2	5	0.94
O=C(O)c1cccc(N/N=C/c2ccc(OC(F)(F)F)cc2)c1	0	-4	26	0	-3	8	-26	0	1
O=C(Nc1ccc(S(=O)(=O)NC2CCCC2)cc1)c1cnccn1	0	-2	20	3	-3	-13	2	12	0.97
CC1(C)C(C=C(Cl)Cl)C1C(=O)N(Cc1ccccc1Cl)C1CCS(=O)(=O)C1 (stereo not drawn)	-6	-5	19	-1	-1	-1	-14	6	1
Cc1ccsc1/C=N/NC(=O)c1ccc2c(c1)OCCO2	-4	1	30	-2	12	30	14	49*	1
COc1ccc(C2/C(=C(\O)c3ccc4c(c3)OCCO4)C(=O)C(=O)N2c2nc(C)c(C(C)=O)s2)cc1 (stereo not drawn)	9	-2	6	4	-6	-8	-6	1	0.96
COc1ccccc1NC(=O)c1cc2c(=O)n(C)c3ccccc3c2n1C	-2	-1	4	5	1	9	0	14	0.95
Cc1nc2cc3sc(C)nc3cc2s1	-2	-3	-1	0	-1	11	-8	-3	0.99
O=C(Nc1cnn(Cc2ccccc2)c1)c1cc2nc(-c3ccco3)cc(C(F)(F)F)n2n1	2	-6	-1	14	-5	9	7	18	0.86
CC1(C)CNC(=O)CC(C)(C)N1O	6.6*	-6	8	-2	-5	0	7	6	1
O=C(Nc1ccccc1)c1ccc(S(=O)(=O)N2CCOCC2)cc1	0	-6	5	2	-6	1	4	11	0.97
Cc1cccc(NS(=O)(=O)c2cccc(C(=O)N3CCCC(C(F)(F)F)C3)c2)c1 (stereo not drawn)	-2	-7	-23	6	-3	10	-19	-40	0.94
N#CC1=C(N)Oc2n[nH]c(-c3cccs3)c2C1c1ccncc1 (stereo not drawn)	1	-18	5	10	1	0	8	-2	0.9
Cc1ccc(S(=O)(=O)c2nc(-c3ccccc3)oc2SCC(=O)NCC2CCCO2)cc1 (stereo not drawn)	-5	-3	-14	7	0	23	5	13	0.93
CCOc1ccc(Cl)cc1S(=O)(=O)N1CCN(c2ccc(F)cc2)CC1	-3	-4	9	2	-2	27	-6	-27	0.98
COc1ccc(C(=O)NCCN=C2NS(=O)(=O)c3ccccc32)cc1	-3	-13	-12	4	-3	13	8	6	0.96

Taken from above.
Value for CC1(C)C(C=C(Cl)Cl)C1C(=O)N(Cc1ccccc1Cl)C1CCS(=O)(=O)C1 (stereo not drawn) under NALP3 yeast inh: -1
Value for N#CC1=C(N)Oc2n[nH]c(-c3cccs3)c2C1c1ccncc1 (stereo not drawn) under tim10-1 inh: 5

Screening data: PubChem BioAssay, Sanford-Burnham Center for Chemical Genomics

Compounds as they come (roughly 4.6% active in at least one column).
